p53 reactivation = re-activators of mutant p53 | H1299 p53-A138V BP100-luciferase reporter, luminescence, 24 h | Potency, µM (doses to about 92.2 µM), for inactives: at the highest dose activity change, positive = activation, hits mostly activators | actives 0.063% (n = 320,000); note: potency is the fitted concentration of half-maximal effect; % of control where 0% means no effect; nearly all actives have a fitted effect of over 45% in size
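H1299 (p53-null), stable ts p53-A138V + BP100-Luc; 1000 cells/well, Opti-MEM/10% FBS; cpd 4 pt, 1:5; 24 h, 37 deg C, 5% CO2; detection reagent 10 min RT; luminescence.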
TRPV1 ag = activates the human vanilloid receptor TRPV1; Q8NER1; TRPV1-expressing cells, Fluo-8 calcium influx, agonist mode; activation, % at 8.33 µM; actives 0.19% (n = 320,000); AID 540275; in the data active = activation above about 80%; inconclusive = between about 30% and that limit; note: 0% is about no effect
Target sequence (Q8NER1 whole entry, looked up): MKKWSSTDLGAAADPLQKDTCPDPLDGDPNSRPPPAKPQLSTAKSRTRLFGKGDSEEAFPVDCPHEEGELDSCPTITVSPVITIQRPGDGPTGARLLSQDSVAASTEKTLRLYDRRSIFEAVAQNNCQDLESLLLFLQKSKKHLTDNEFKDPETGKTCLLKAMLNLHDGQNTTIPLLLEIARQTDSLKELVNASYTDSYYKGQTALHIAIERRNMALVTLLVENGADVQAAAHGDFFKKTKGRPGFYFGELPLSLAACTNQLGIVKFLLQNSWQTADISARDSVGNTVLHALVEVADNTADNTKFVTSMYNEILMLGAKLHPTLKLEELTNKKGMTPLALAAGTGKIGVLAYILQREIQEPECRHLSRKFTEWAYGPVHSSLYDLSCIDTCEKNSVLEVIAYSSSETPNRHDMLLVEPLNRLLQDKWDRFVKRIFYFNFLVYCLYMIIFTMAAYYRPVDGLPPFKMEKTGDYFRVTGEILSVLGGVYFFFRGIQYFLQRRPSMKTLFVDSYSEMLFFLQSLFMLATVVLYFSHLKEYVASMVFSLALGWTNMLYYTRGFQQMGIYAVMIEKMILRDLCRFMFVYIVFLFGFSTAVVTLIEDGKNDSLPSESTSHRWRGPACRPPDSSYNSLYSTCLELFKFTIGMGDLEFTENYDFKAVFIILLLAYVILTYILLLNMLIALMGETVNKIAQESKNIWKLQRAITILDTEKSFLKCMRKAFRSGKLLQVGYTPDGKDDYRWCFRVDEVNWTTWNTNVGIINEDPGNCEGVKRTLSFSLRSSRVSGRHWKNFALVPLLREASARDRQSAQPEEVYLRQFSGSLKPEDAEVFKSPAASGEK
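Cells expressing TRPV1 were dye-loaded with Fluo-8 and read kinetically: 10 s baseline, 3 min after compound (agonist portion), then 2 min after EC20 capsaicin (allosteric enhancer portion). Calcium-bound dye fluorescence at 480/520 nm.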
ASM inhibitor = inhibitors of human secretory acid sphingomyelinase | P17405 | placental ASM, HMU-PC fluorogenic substrate, 60 min | Potency, µM (top dose mostly 57.5 µM), for inactives: at the top dose activity change, negative = inhibition, hits mostly inhibitors | actives 0.006% (n = 340,000); note: potency is the fitted concentration of half-maximal effect
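Fluorogenic HMU-PC substrate (9 uM final) is turned over by placental ASM in 60 min at 37 C after a 10 min compound preincubation. Reaction ended by alkaline stop (pH 10), with fluorescence read at 386/447 nm.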
ELG1 genotoxic = induces genotoxicity in HEK293T cells with luciferase-tagged ELG1; HEK293T ELG1-luciferase reporter, luminescence, 16 h; Potency, µM (top dose mostly 46 µM), for inactives: at the top dose activity change, positive = activation, usual class: activators; actives 1.3% (n = 330,000); note: potency is the fitted concentration of half-maximal effect; % of control where 0% means no effect; nearly all actives have a fitted effect of over 60% in size
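Luminescence read-out: rising ELG1-luciferase signal, reflecting elevated ELG1 protein under genetic stress, flags genotoxic compounds. Cells were treated for 16 hr at 37 °C before ONE-Glo detection.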
BRCA1 expr up = BRCA1 expression activation. MCF7-BRCA1-FFLuc reporter, luminescence, 48 h; response scale: scaled: vehicle 0%, 10 µM genistein 100%. Potency, µM (highest dose often 46.1 µM), without a hit: at the highest dose activation, hits mostly activators. actives 1.1% (n = 380,000); note: potency is the fitted concentration of half-maximal effect; nearly all actives have a fitted effect of over 80% in size; some results filed as inactive show a strong effect at the top dose
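MCF7-BRCA1-FFLuc, 2000 cells/well; 2 h attach, 37 °C/5% CO2; compound 48 h; luciferase substrate 15 min; luminescence end-point. Norm. to genistein 10 microM max activation and DMSO; concentration-response curves fitted.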
PTAP TSG101 blk = blocks PTAP/TSG101 interaction to inhibit HIV-1 budding; Q99816; Fluorescence polarization, FITC-PTAP peptide / Tsg101 binding; Potency, µM (titrated, usually from 115 µM), without a hit: at the top dose activity change, negative = inhibition, usual class: inhibitors; 340,000 tested, under 10 active; AID 493005; active = well fitted inhibition curve with a large enough effect in the main read-out, with a control signal flat, not every such curve was filed as active; inconclusive = small, poorly fitted or top-dose-only effect, or effect the other way, or a change in a side signal; inactive = no such curve, though single readings can be large or run the other way; note: potency is the fitted concentration of half-maximal effect; % of control where 0% means no effect
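FP read-out: FITC-PTAP peptide, 50 nM final, binding Tsg101 binding domain, 10 uM final; 20 min, r.t.; 10 mM HEPES pH 7.5, 0.15 M NaCl, 0.01% Tween 20, 3 mM EDTA, 0.1 mM TCEP.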
Eya2 phos inh = blocks the phosphatase activity of human Eya2 | O00167 | recombinant Eya2, OMFP fluorescence dephosphorylation (OMFP is methylfluorescein phosphate) | Potency, µM (highest dose often 76.9 µM), without a hit: at the top dose activity, negative = inhibition, actives largely listed as inhibitors | actives 0.006% (n = 330,000) | AID 488837; note: potency is the fitted concentration of half-maximal effect; % is set by controls: 0 for no effect and ±100 for the full control effect
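Eya2 (0.2 uM) preincubated 10 min at ambient with compound, then OMFP substrate added at 50 uM; 10 min reaction in 50 mM HEPES pH 7.5, 50 mM NaCl, 5 uM MgCl2, 0.05% BSA, 1 mM DTT. Fluorescence read at Ex 485/Em 525 nm.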
B2AR arrestin = recruits beta-arrestin to the human beta2-adrenergic receptor | P07550 | beta-arrestin recruitment to beta2AR, cell-based reporter | Potency, µM (doses to about 46.1 µM), for the others: at the top dose activation, hits mostly activators | actives 0.02% (n = 330,000) | AID 492947;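 note: potency is the fitted concentration of half-maximal effect; 0% = DMSO controls and full agonism = EC100 isoproterenol or metaproterenol; nearly all actives have a fitted effect of over 65% in size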
uPA surface inh = blocks generation of uPA at the cell surface; cell surface uPA generation assay, qHTS; actives 0.31% (n = 330,000); Potency, µM (top dose mostly 38.3 µM), inactives show at the highest dose activity change, negative = inhibition, actives largely listed as inhibitors; active = well fitted inhibition curve with a large enough effect; inconclusive = small, poorly fitted or top-dose-only effect; inactive = no such curve, though single readings can be large or run the other way; tested in mouse RAW 264.7 cells; note: potency is the fitted concentration of half-maximal effect; % is set by controls: 0 for no effect and ±100 for the full control effect; nearly all actives have a fitted effect of over 55% in size
USP2a inh = USP2a (human) protease inhibition; O75604; USP2 core, Ub-CHOP2 coupled fluorogenic reporter, 485/531; Potency, µM (series often up to 38.3 µM), inactives show top-dose activity change, negative = inhibition, hits mostly inhibitors; actives 0.01% (n = 330,000);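 note: potency is the fitted concentration of half-maximal effect; plate controls were DMSO wells for no effect and full inhibition by NEM control for full effect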
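USP2 core (10nM final) preincubated 30min RT with compound in 20mM Tris-HCl pH 8.0, 2mM CaCl2, 2mM beta-mercaptoethanol, 0.05% CHAPS; 25nM Ub-CHOP2 plus 25nM reporter substrate added, fluorescence (Ex485/Em531) read after 60min.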
Integrin act MD = activators of alpha7 integrin expression for muscular dystrophy; alpha7betagal myoblasts, beta-gal FDG fluorescence, 48 h; Potency, µM (titrated, usually from 38.3 µM), for inactives: at the top dose activation, usual class: activators; actives 0.064% (n = 350,000); AID 624291;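 note: potency is the fitted concentration of half-maximal effect; 100% = response of the positive control SU9516; nearly all actives have a fitted effect of over 60% in size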
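alpha7betagal+/- myoblasts (passage 13, 250/well) treated 48 h at 37C with compounds at 1:260 dilution of DMSO stock. Lysed, then beta-galactosidase activity read as FDG fluorescence (ex 480/em 540) after 30 min, with pre-read for autofluorescence.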
* marks the source's active call; other numbers are inactive results; ? = inconclusive; · = not tested or not shown; [ ] = remark or other dose. Unless noted, calls come from the whole dose curve; as a rule, active = well fitted curve in the direction sought with a large enough effect; inconclusive = small, poorly fitted or top-dose-only effect, or another doubt; inactive = no such curve, though single readings can be large; an effect the other way counts as inactive or inconclusive.

SMILES,p53 reactivation,TRPV1 ag,ASM inhibitor,ELG1 genotoxic,BRCA1 expr up,PTAP TSG101 blk,Eya2 phos inh,B2AR arrestin,uPA surface inh,USP2a inh,Integrin act MD
Clc1ccc2noc(-c3ccccc3)c2c1,10%,1,3%,-22%,3%,-11%,-11%,-0.2%,-4%,0%,11%
COC(=O)N/N=C(C)\C=C\c1ccco1,12%,1,-2%,7%,41%,-1%,6%,-0.5%,3%,3%,3%
COc1ccc(CCn2c(C)cc(C(=O)CSc3nnc(N)s3)c2C)cc1,-13%,?,-1%,0%,-38%,-3%,-8%,0.3%,3%,2%,-8%
COc1nnc(-c2ccc(C)c(S(=O)(=O)NC(C)(C)CO)c2)c2ccccc12,16%,-1,-1%,-5%,-33%,-11%,3%,-0.4%,-3%,0%,3%
O=C(O)C(Cc1ccccc1)N1C(=O)c2ccccc2C1=O (stereo unspecified),-1%,0,3%,3%,-20%,-3%,1%,0.3%,0%,1%,9%
COc1ccc(-c2c(-c3ccccc3OC)sc3ccccc23)cc1OC,·,2,-4%,-1%,-8%,-3%,-12%,-0.2%,-15%,4%,10%
O=C(Nc1ccc(N2CCN(Cc3ccccc3F)CC2)cc1)c1ccc([N+](=O)[O-])o1,-10%,4,·,2%,-92%,-2%,-6%,3.2%,-4%,-1%,-50%[inhibitor]
Cc1cc(C)n(/N=C/c2ccccc2)c(=O)c1C#N,-1%,-1,-1%,8%,8%,-8%,-9%,0.0%,-5%,0%,5%
CCOC(=O)c1c(C)oc2ccc(O)c(CN(C)C)c12,-2%,1,-3%,-19%,25%,1%,-4%,0.1%,9%,-1%,-22%
O=C(Nc1ccccc1C(=O)N1CCN(CCO)CC1)c1cccc([N+](=O)[O-])c1,9%,-3,-1%,0%,4%,0%,-2%,-0.1%,2%,-2%,-4%

(listing goes on)
SMILES,p53 reactivation,TRPV1 ag,ASM inhibitor,ELG1 genotoxic,BRCA1 expr up,PTAP TSG101 blk,Eya2 phos inh,B2AR arrestin,uPA surface inh,USP2a inh,Integrin act MD
Cc1nc(N)c(C#N)c(-c2ccccc2Cl)c1C,-2%,-4,0%,-9%,-2%,-2%,4%,-0.1%,-1%,-1%,14%
N#Cc1ccccc1S(=O)(=O)N1CCN(Cc2c(O)ccc3ccccc23)CC1,2%,1,4%,2%,-9%,-6%,-9%,-0.1%,-16%,0%,-20%
CC1=C(C(=O)OCc2ccccc2)N2C(=O)[C@@H](NC(=O)COc3ccccc3)[C@H]2SC1,·,1,-4%,2%,5%,0%,-2%,-0.3%,4%,0%,-4%
CCOc1ccc(CCNC(=O)c2ccc(NC3=NC4CS(=O)(=O)CC4S3)cc2)cc1 (stereo unspecified),9%,1,-2%,5%,0%,-3%,4%,-0.8%,-5%,-1%,0%
O=C(N/N=C/c1cccc([N+](=O)[O-])c1)c1ccc2nc[nH]c2c1,2%,-5,-2%,-1%,-25%,-10%,-26%,-0.1%,-4%,3%,-7%
O=C(O)c1ccc2c(c1)C(=O)N(C(Cc1ccc(O)cc1)C(=O)O)C2=O (stereo unspecified),8%,-4,5%,1%,-3%,-4%,-9%,-0.2%,0%,1%,-8%
OCC[C@@H]1NCc2cc(CO)cc(-c3ccccc3)c21,·,·,-6%,·,-7%,-2%,·,·,23%,·,-4%
CN(C)C(CNC(=O)c1ccc2c(=O)n(-c3ccccc3F)c(=S)[nH]c2c1)Cc1ccccc1 (stereo unspecified),3%,-2,34%[activator],-5%,-14%,1%,-7%,0.2%,-6%,1%,-8%
Cc1cc(C)c(-c2csc(NC(=O)C3=NN(c4ccccc4)C(=O)CC3)n2)c(C)c1,-22%,-1,1%,0%,-53%,1%,-1%,-0.6%,-24%,0%,-29%
O=C(CCc1nnc2ccc(NCc3ccccc3)nn12)NC1CCCCC1,-4%,0,0%,7%,15%,-2%,4%,0.4%,-2%,1%,9%

New compounds follow
SMILES,p53 reactivation,TRPV1 ag,ASM inhibitor,ELG1 genotoxic,BRCA1 expr up,PTAP TSG101 blk,Eya2 phos inh,B2AR arrestin,uPA surface inh,USP2a inh,Integrin act MD
Cc1ccccc1OCC(O)CN1C(=O)c2ccccc2C1=O (stereo unspecified),-2%,?,7%,9%,-1%,1%,12%,0.1%,-2%,5%,0%
Cc1ccc(C(=O)NNC(=O)Cc2ccccc2)cc1,12%,4,0%,?,74%,-2%,23%,-1.0%,·,6%,5%
CCN(CC)C(=O)C(=O)N/N=C/c1cccs1,-1%,-2,-4%,2%,9%,-2%,-8%,0.6%,-2%,-1%,10%
CC(CCc1ccccc1)NC(=O)CCNC(=O)Cn1ccc2ccccc2c1=O (stereo unspecified),26%,1,1%,1%,-17%,-3%,3%,0.9%,-6%,0%,-20%
Cn1c(Oc2ccc3c(c2)OCO3)nc2c1c(=O)n(Cc1ccccc1)c(=O)n2C,-1%,3,-7%,-11%,-1%,-2%,12%,-0.1%,-1%,-1%,6%
O=C(CN1CCN(S(=O)(=O)c2ccccc2)CC1)N1CCc2ccccc21,-14%,0,3%,1%,2%,-7%,10%,-0.1%,3%,2%,5%
COc1ccccc1N1CCN(C(=O)CCC(=O)N2CCN(c3ccccc3OC)CC2)CC1,-1%,-2,11%,-4%,1%,-2%,2%,-0.9%,5%,1%,36%
O=C(COCc1cc(-c2ccc3c(c2)OCO3)on1)N1CCN(c2ccccc2)CC1,-2%,15,-2%,2%,2%,0%,-3%,0.1%,-2%,4%,-4%
CN(c1ccccc1)c1ccc(/C=N/N2CCOCC2)cc1,?,?,-2%,18µM*,46%,1%,-9%,7.6%,-3%,2%,5%
CC(=O)c1cccc(NC(=O)C2CCN(S(=O)(=O)c3ccc(C)cc3)CC2)c1,2%,22,2%,-1%,-3%,-1%,-22%,2.3%,10%,-1%,13%

Single records (already shown):
`O=C(COCc1cc(-c2ccc3c(c2)OCO3)on1)N1CCN(c2ccccc2)CC1` across the screens: p53 reactivation: -2%; TRPV1 ag: 15; ASM inhibitor: -2%; ELG1 genotoxic: 2%; BRCA1 expr up: 2%; PTAP TSG101 blk: 0%; Eya2 phos inh: -3%; B2AR arrestin: 0.1%; uPA surface inh: -2%; USP2a inh: 4%; Integrin act MD: -4%
`CC(=O)c1cccc(NC(=O)C2CCN(S(=O)(=O)c3ccc(C)cc3)CC2)c1` across the screens: p53 reactivation: 2%; TRPV1 ag: 22; ASM inhibitor: 2%; ELG1 genotoxic: -1%; BRCA1 expr up: -3%; PTAP TSG101 blk: -1%; Eya2 phos inh: -22%; B2AR arrestin: 2.3%; uPA surface inh: 10%; USP2a inh: -1%; Integrin act MD: 13%
`CN(c1ccccc1)c1ccc(/C=N/N2CCOCC2)cc1` across the screens: p53 reactivation: ?; TRPV1 ag: ?; ASM inhibitor: -2%; ELG1 genotoxic: 18µM*; BRCA1 expr up: 46%; PTAP TSG101 blk: 1%; Eya2 phos inh: -9%; B2AR arrestin: 7.6%; uPA surface inh: -3%; USP2a inh: 2%; Integrin act MD: 5%

Further compounds
SMILES,p53 reactivation,TRPV1 ag,ASM inhibitor,ELG1 genotoxic,BRCA1 expr up,PTAP TSG101 blk,Eya2 phos inh,B2AR arrestin,uPA surface inh,USP2a inh,Integrin act MD
Cn1c(=O)cc(C(=O)N/N=C/c2ccc(Cl)cc2)[nH]c1=O,3%,1,2%,-3%,13%,-6%,-7%,-0.3%,5%,-1%,9%
Cc1ccccc1NC(=O)Cc1nnc(SCC(=O)c2ccc(Br)cc2)n1C,0%,-3,1%,-3%,-16%,-3%,2%,0.4%,·,8%,1%
NS(=O)(=O)c1ccc(CNC(=O)c2sccc2-c2ccccc2)cc1,-1%,3,3%,-2%,-20%,-2%,14%,-0.5%,-2%,2%,1%
OCCC1CN(Cc2cnn(-c3ccccc3Cl)c2)CCN1Cc1ccsc1 (stereo unspecified),16%,1,3%,-3%,1%,-3%,-15%,0.2%,-13%,1%,-17%
Fc1ccc2[nH]c3c(N4CCSCC4)ncnc3c2c1,-30%[inhibitor],?,8%,-19%,-73%,-3%,-2%,-1.7%,-10%,2%,-56%[inhibitor]

Screening results as filed in PubChem.
